# Source: PubChem BioAssay
# SRC3 TRFRET art: flags TR-FRET format artefacts in PPARgamma SRC-3 recruitment agonist screen; TR-FRET artefact counter-screen, PPARgamma/SRC-3 format; active compounds read high; TR-FRET ratio at 8 µM; actives 0.39% (n = 99,000); AID 1048; in the data active = TR-FRET ratio above about 2000; also: inactives centre near 1600; reference of the scale not given here
# SRC1 TRFRET art: counter-screen for PPARgamma SRC-1 recruitment agonists: TR-FRET artefact. TR-FRET detection artefact counter-screen, emission ratio; active compounds read high. TR-FRET ratio at 8 µM. actives 0.34% (n = 99,000); in the data active = TR-FRET ratio above about 2300; also: inactives centre near 1800; reference of the scale not given here
# * hit, by the source's call.
# Start of the listing, in advance:
Compound,SRC3 TRFRET art,SRC1 TRFRET art
CC(C)(C)C(=O)NC(=S)NNC(=O)C(c1ccccc1)c1ccccc1,1566,1545
CC1(C)Cc2c(c(-c3ccco3)[nH]c(=O)c2C#N)CS1,1483,1775
NS(=O)(=O)c1ccc(NC(=S)NC2CCCCC2)cc1,1519,1665

# The list itself, repeating the preview:
Compound,SRC3 TRFRET art,SRC1 TRFRET art
CC(C)(C)C(=O)NC(=S)NNC(=O)C(c1ccccc1)c1ccccc1,1566,1545
CC1(C)Cc2c(c(-c3ccco3)[nH]c(=O)c2C#N)CS1,1483,1775
NS(=O)(=O)c1ccc(NC(=S)NC2CCCCC2)cc1,1519,1665
Fc1cccc(NC(=S)N2CCn3cccc3C2c2cccnc2)c1 (stereo not drawn),1611,1618
CC(C)(C)C(=O)NCCCNc1ccc([N+](=O)[O-])cc1,1579,1791
C/C(=N/OCO/N=C(\C)c1ccc(F)cc1F)c1ccc(F)cc1F,1526,1688
Cc1ccc(-c2ccccc2[C@@H]2C[C@H]3CN(C)C(=O)[C@]34CCCN24)o1,1836,1881
CCCCOc1ccc(N(CC(=O)NCC2CCCO2)C(=O)CCC(=O)Nc2nccs2)cc1 (stereo not drawn),1510,1891
O=C(N/N=C\C=C\c1ccc2c(c1)OCO2)c1ccc(F)cc1,1508,1631
CC1CN(S(=O)(=O)c2ccc(C(=O)Nc3sccc3C(N)=O)cc2)CC(C)O1 (stereo not drawn),1529,1822
CCc1ccccc1NC(=O)Cc1cn(C)c2ccccc12,1603,1818
CCOc1ncccc1C(=O)N1CCCSC1=Nc1ccc(C(C)=O)cc1,1595,1735
O=C(CCNC(=O)c1ccc([N+](=O)[O-])cc1)Nc1ccc(N2CCOCC2)cc1N1CCOCC1,1672,2042
Cn1ccnc1Sc1ccc(C=O)cc1[N+](=O)[O-],1485,1683
COc1ccc(CNC(=O)C2CCN(S(C)(=O)=O)CC2)cc1,1472,1529
Cc1csc(SCC(=O)NCCc2ccc(Cl)cc2Cl)n1,1614,1853
Cc1c(C(=O)N/N=C/c2ccc(O)cc2)sc(=S)n1C,1694,1907
COc1ccc2c(=O)c(-c3ccc(OC)c(OC)c3)coc2c1,1409,1704
COc1ccc(/C=N/Nc2cc(C)nc(-n3nc(C)cc3C)n2)c(OC)c1,1456,1784
Fc1ccc(-c2n[nH]c(=S)n2/N=C/c2c[nH]c3ccccc23)cc1,1622,1954
O=C(Nc1nnc(SCc2ccccc2Cl)s1)c1cccc([N+](=O)[O-])c1,1604,1712
NC(=NC(=O)c1ccc(Cl)cc1)N1N=CCC1c1ccccc1 (stereo not drawn),1753,1805
CCN(c1ccc(NS(=O)(=O)c2cc(Cl)ccc2Cl)cc1)C(C)C,1463,1583
COc1cccc(CNC(=O)CC(NC(C)=O)c2ccccc2)c1 (stereo not drawn),1694,1920
O=C(O)c1cccc2c1C(=O)c1ccccc1C2=O,1425,1569
COc1ccc(C2C(C(=O)c3ccccc3)N3c4ccccc4C=CC3C2[N+](=O)[O-])cc1 (stereo not drawn),1716,1863
CCCC(=O)Nc1cc2c(cc1C(C)=O)OCCO2,1484,1899
O=C(O)CN1C(=O)/C(=C\c2cn(CC(=O)N3CCOCC3)c3ccccc23)SC1=S,1486,1694
Cc1ccc(/C=N\NC(=O)Cc2cccn2C)o1,1505,1752
COc1ccc(C)cc1NC(=O)c1ccc(OC(F)F)cc1,1485,1875
CCOC(=O)c1ccc(N=C2SC(C(=O)Nc3ccc(C(=O)O)cc3)CC(=O)N2Cc2cccs2)cc1 (stereo not drawn),1364,1931
Cc1nc2ccccc2nc1CN1CCN(Cc2ccc(F)c(F)c2)C(CCO)C1 (stereo not drawn),1366,1793
COc1ccc(N2CC(C(=O)NC3=NCCS3)CC2=O)cc1 (stereo not drawn),1713,1914
COc1ccc2c(C=O)cn(C)c2c1,1453,1931
CCCCNC(=O)c1ccccc1NC(=O)CCC,1467,1686
O=C(NC1CCCCC1)C1c2ccccc2C(=O)N1Cc1ccc2c(c1)OCO2 (stereo not drawn),1825,1883
Cc1cc(C(=O)N[C@H](c2ccccc2)[C@@]2(C)C[C@@H]2[C@@H](C)C(=O)Nc2ccc3ccccc3c2)no1,1693,1760
CCS(=O)(=O)Nc1ccc(-c2cc(-c3ccccc3)c3cc(C)ccc3n2)cc1,1605,2083
Cc1ccc(C(=O)Nc2scc(-c3ccccc3)c2C(=O)O)o1,1530,1791
CCOC(=O)c1sc(/N=C/C2=C(O)CC(C)(C)CC2=O)c(C(=O)OCC)c1C,1725,1795
CCCNC(=O)c1c(Cl)cnn1-c1ccc(C)cc1,1544,1813
Cc1ccc2oc(=O)c3cnn(CC(=O)NCCC(C)C)c3c2c1,1444,1501
Cc1cnc(C(=O)OCC(=O)N2CCc3ccccc32)cn1,1633,1409
O=C(CNC(=S)N(Cc1ccccc1)Cc1cccs1)NCc1ccc(F)cc1,1601,1844
CCNS(=O)(=O)c1ccc(NC(=O)Cn2cc([N+](=O)[O-])cn2)cc1,1549,1895
Cc1c(Cl)cccc1NC(=O)[C@@H](NC(=O)c1ccccc1Cl)C(C)C,1605,1783
Cc1cc(C)nc(Oc2ccc(Br)cc2Br)n1,1661,1712
O=C(c1cccs1)N1CCN(Cc2ccccc2[N+](=O)[O-])CC1,1421,1856
CCOC(=O)c1c(CSC(=N)N)n(-c2ccc(Br)cc2)c2cc(Br)c(OC(C)=O)cc12,1761,2155
O=C(/C=C/c1ccco1)N/C(=C\c1ccccc1)C(=O)NCCc1nc2ccccc2[nH]1,1542,1705
O=C(CSc1ccc(-c2nc3ccccc3[nH]2)cn1)Nc1ccc(S(=O)(=O)N2CCCC2)cc1,2021,1936
Cc1ccc2c3c([nH]c2c1)C(=O)CC(C)(C)S3,1490,1682
O=S(=O)(c1ccc(F)c(F)c1F)N1CCN(C(=S)Nc2ccccc2)CC1,1477,1622
Cc1csc(NC(=O)/C=C/c2ccc3c(c2)OCO3)n1,1587,1884
CCCCNC(=O)CCCCC(=O)N/N=C/c1ccccc1Cl,1605,1690
Cc1cccc(C)c1NC(=S)N(Cc1ccco1)C1CCN(C(C)C)CC1,1816,1763

# Next part.
Compound,SRC3 TRFRET art,SRC1 TRFRET art
CC(C)(C)c1ccc(C(=O)NC(=S)NCC2CCCO2)cc1 (stereo not drawn),1547,2089
O=C(NCc1ccccc1)[C@H]1C[C@@H]1[C@H](NP(=O)(c1ccccc1)c1ccccc1)c1ccccc1,1579,1760
CS(=O)(=O)N(CC(=O)NC1CCCC1)c1ccc(Oc2ccccc2)cc1,1476,1525
CN(C)CCNC(C(=O)Nc1cc(Cl)cc(Cl)c1)c1ccccc1 (stereo not drawn),1479,1866
CCOC(=O)c1ccc[n+](CC(=O)c2ccc(OC)cc2)c1,1543,1739
CN=C1CC(C)(C)CC(=O)/C1=C(/O)CCCN1C(=O)c2ccccc2C1=O,1614,1762
O=C(O)c1cc(-c2ccc(/C=N/Nc3ccc([N+](=O)[O-])cn3)o2)ccc1Cl,1679,1892
CC(=O)c1ccc(NC(=O)CSc2nc(N)c3cc4c(nc3n2)CCCC4)cc1,1615,1725

# 4 structures already listed, ordered by heavy-atom count, ascending.
Compound,SRC3 TRFRET art,SRC1 TRFRET art
CCOC(=O)c1ccc[n+](CC(=O)c2ccc(OC)cc2)c1,1543,1739
CN(C)CCNC(C(=O)Nc1cc(Cl)cc(Cl)c1)c1ccccc1 (stereo not drawn),1479,1866
CS(=O)(=O)N(CC(=O)NC1CCCC1)c1ccc(Oc2ccccc2)cc1,1476,1525
CC(=O)c1ccc(NC(=O)CSc2nc(N)c3cc4c(nc3n2)CCCC4)cc1,1615,1725

# (further entries)
Compound,SRC3 TRFRET art,SRC1 TRFRET art
O=C(CN1CCOCC1)Nc1ccc([N+](=O)[O-])cc1Br,1362,1872
Cc1ccc2nc(C)cc(C(=O)OCC(=O)Nc3cccnc3Cl)c2c1,1573,1793
CC(C)NCCCCOc1ccc(Br)cc1Cl,1511,1760
NNc1nc2ccc(Cl)cc2s1,1533,1812
O=C(CN1CCN(Cc2ccccc2)CC1)N/N=C/C=C/c1ccccc1[N+](=O)[O-],1574,1673
O=c1cc(O)c2c(=O)n(-c3ccccc3)c3c(c2o1)CCCCC3,1632,2049
CCCN(CCC)CC(O)Cn1cc(/C=C/C(=O)c2cccs2)c2ccccc21 (stereo not drawn),1629,1660
CCOc1ccc(-n2c(SCC(=O)NC3CCS(=O)(=O)C3)nnc2-c2cccnc2)cc1 (stereo not drawn),1441,1683
O=C(O)c1cccc(N/N=C/c2cn(-c3ccccc3)nc2-c2cccs2)c1,1581,1849
Nc1ncnc(N2CCOCC2)c1N,1633,1916
CC(C)=NOC(=O)c1ccc(-c2ccccc2)cc1,1593,1723
O=[N+]([O-])c1ccc(N2CCN(S(=O)(=O)c3ccccc3)CC2)cc1NCC1CCCO1 (stereo not drawn),1487,1736
CC(Oc1ccccc1)C(=O)NC1=NCCS1 (stereo not drawn),1502,1735
NS(=O)(=O)c1ccc(NC(=S)NC(=O)c2ccco2)cc1,1586,1722
O=C1CCC(/C=C/c2ccccc2)=NN1Cc1ccc(F)cc1,1507,1764
CCOC(=O)C1=C(C)Nc2sc(C(=O)c3ccc(F)cc3)c(N)c2C1c1ccc(C(=O)OC)cc1 (stereo not drawn),1674,1851
Cc1cc(C(=O)N/N=C/c2ccccn2)n[nH]1,1922,1813
CC(Sc1nnc2c(n1)C1CCC2(C)C1(C)C)C(=O)Nc1ccccc1 (stereo not drawn),1359,1737
O=C(NCc1ccccc1)c1nc[nH]c1C(=O)NCc1ccccc1,1531,1924
CC(C)Cn1c(/C=C/c2ccccc2)nc2ccccc21,1613,1692
O=C(Nc1nccs1)c1ccc(-c2cccc([N+](=O)[O-])c2)o1,1551,1761
Cc1cc(C)cc(N(CCC#N)C(=O)CSC2=Nc3ccccc3C3CC=NN23)c1 (stereo not drawn),1531,1780
COc1cccc(/C=N/NC(=O)c2nc(-c3ccccc3)cc(-c3ccccc3)n2)c1O,1488,2016
COc1ccc(C(=O)NNC2=NCCCCC2)cc1,1668,1742
O=[N+]([O-])c1ccc(N2CCN(C(=S)Nc3ccc(F)cc3F)CC2)cc1,1701,1793
COc1ccc(OCC(=O)Nc2cc(C)c(Cl)cc2OC)c([N+](=O)[O-])c1,1641,1689
CC(=O)Nc1cc[n+](C(C)C(=O)c2ccc(Cl)cc2)cc1 (stereo not drawn),1400,1582
Cc1ccc(CNC(=O)CSc2nc3[nH]ncc3c(=O)[nH]2)cc1,1557,1824
Cc1ccc2c(C)c(C(=O)Nc3c(C)n(C)n(-c4ccccc4)c3=O)oc2c1C,1587,2006
O=[N+]([O-])c1ccc(C2(O)CN(c3ccccc3)C3=[N+]2CCS3)cc1 (stereo not drawn),1545,2147
CC1=C(C(=O)OCC(C)C)C(c2cccs2)NC(=S)N1 (stereo not drawn),1469,1556
Cc1ccc(SCc2ccc(C(=O)N3CCCC3)cc2)cc1,1585,1834
CC(C)=CCN1CCNC(=O)C1CC(=O)NCc1nc(C)c(C)s1 (stereo not drawn),1462,1535
CCOC(=O)c1c(NC(=S)Nc2ccc(C)cc2)sc2c1CCC2,1536,1687
COc1ccc(Br)cc1/C=C/C(=O)NCC(=O)O,1497,1970
CC1(C)Cc2c(sc3nc(-c4cccs4)n(N)c(=O)c23)CO1,1647,1726
C/C(=N\N1CCN(c2ccccc2)CC1)c1ccncc1,1784,1823
O=C(/C=C/c1ccc(Cl)cc1)N(c1ccccn1)C1CCCCC1,1675,1914
O=C(Cc1ccccc1)NNC(=O)C1CCN(c2ncccn2)CC1,1502,1714
Cc1cccc(N(C)S(=O)(=O)c2ccc3c(c2)NC(=O)CC(=O)N3)c1,1850,1954
CCn1nc(C)c(C2C(C#N)=C(N)Oc3n[nH]c(C)c32)c1C (stereo not drawn),1739,1853
CCOc1ccc(OCc2cccc(C(=O)Nc3ccc(CN4CCCCC4)cc3)c2)cc1,1472,1656
CN(C)C=Nc1ncc2c3ccccc3n(Cc3ccccc3)c2c1C#N,1502,1868
CSc1cccc(NC(=S)N2CCCN(Cc3ccc(F)cc3)C2)c1,1692,1875
Cc1sc(NC(=O)c2ccccc2F)c(CN2CCCCC2C)c1C (stereo not drawn),1487,1708
COc1ccc(-c2nnc(NC(=O)C3CC3)o2)cc1,1542,1705
Cc1nc2nc[nH]n2c(=O)c1NS(=O)(=O)c1ccc(C(C)(C)C)cc1,1576,1757
CC(Sc1nc(-c2ccccc2)cc(C(F)(F)F)n1)C(=O)Nc1sc2c(c1C(N)=O)CCC2 (stereo not drawn),1406,1713
COc1ccc(NC(=O)CSc2nc3ccccc3n2-c2ccccc2)c([N+](=O)[O-])c1,1689,1706
CCOc1ccc(N2CC(O)(c3cccs3)[N+]3=C2CCCC3)cc1 (stereo not drawn),1671,1899
Cc1ccc(OCC(=O)NCc2ccc3c(c2)OCO3)c([N+](=O)[O-])n1,1581,1714
COc1ccc(-c2[nH]c3ccccc3c2SCCNC(=O)c2cc3ccccc3oc2=O)cc1,1638,1852
O=C(Nc1ccc(N2CCN(C(=O)c3ccc(Cl)cc3)CC2)cc1)c1ccc([N+](=O)[O-])o1,1460,1691
CCNc1nc(-c2cc(C)n(Cc3ccco3)c2C)cs1,1488,1678
COc1cc(NC(=O)c2cccc([N+](=O)[O-])c2)ccc1NC(=O)c1ccco1,1881,1785

# Not all compounds are listed; the hit share may differ from the screen's.
